# Bioassay records from PubChem BioAssay.
# FLuc inh counter: firefly luciferase enzyme inhibitors, primary screen, artefact control for luciferase-based inhibitor screens, biochemical, luminescence, ATPLite; Luciferin 4-monooxygenase (Photinus pyralis), P08659; 10 min; inhibition, % at 10 µM; actives 1.5% (n = 200,000);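 active means inhibition above about 50% when tested at 10 µM, limit read from the data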
# Target sequence (P08659 whole entry, looked up): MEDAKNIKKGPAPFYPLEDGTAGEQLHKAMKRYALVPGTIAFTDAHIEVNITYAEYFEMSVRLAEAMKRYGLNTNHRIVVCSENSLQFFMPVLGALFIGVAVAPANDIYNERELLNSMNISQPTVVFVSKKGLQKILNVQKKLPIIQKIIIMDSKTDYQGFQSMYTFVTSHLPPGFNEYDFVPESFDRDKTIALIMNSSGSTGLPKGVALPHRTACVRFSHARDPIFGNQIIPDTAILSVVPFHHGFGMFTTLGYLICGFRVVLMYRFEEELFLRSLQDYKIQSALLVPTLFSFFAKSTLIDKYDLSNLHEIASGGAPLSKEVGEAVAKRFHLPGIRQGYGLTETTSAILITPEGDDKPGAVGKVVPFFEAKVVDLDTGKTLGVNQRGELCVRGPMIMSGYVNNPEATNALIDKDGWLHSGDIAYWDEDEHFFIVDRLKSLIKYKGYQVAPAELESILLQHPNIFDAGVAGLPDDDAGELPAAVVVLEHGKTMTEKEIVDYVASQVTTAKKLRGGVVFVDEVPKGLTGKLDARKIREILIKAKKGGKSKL
# Hsp70 activator: Hsp70 transcriptional activators, primary screen, cell-based, HeLa, Hsp70 promoter luciferase, luminescence, 10 µM | HeLa Hsp70 promoter luciferase reporter; scaled: vehicle 0, proteasome-inhibitor control 100% | activation, % at 10 µM | actives 0.04% (n = 200,000) | AID 1203, 2008;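 active means activation above the mean across all tested compounds plus 3 SD, cutoff set per campaign, cut at about 5.5% in these data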;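 further: 100% = MG132 at 30 µM as the positive control and 0% = DMSO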
# APP 5'UTR act: activators of APP 5'UTR luciferase reporter, primary screen, SH-SY5Y cells; actives 1% (n = 190,000); SH-SY5Y APP 5'UTR luciferase reporter, luminescence; zero percent = DMSO vehicle wells; activation, % at 2 µM;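 active means activation above a set limit, based on mean plus 3 SD of controls, cut at about 140% in these data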; further: values of inactives mirror those of a sister screen read the other way
# STAT3 inh: IL-6 driven STAT3 reporter inhibitors, primary screen, U3A cells, luciferase, luminescence, MLSCN library; IL-6 STAT3-luciferase reporter; host cell line lacks STAT1; inhibition, % at 5.5 µM; actives 0.89% (n = 190,000); AID 862, 2007;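 active means inhibition above the mean inhibition across all screened compounds plus 3 SD, cut at about 44% in these data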;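 further: 0% = DMSO only wells and 100% = 100 µM nifuroxazide control wells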
# STAT1 activator: STAT1 signaling activators, primary screen, cell-based, HTS, luciferase reporter; activation (% of control), % at 5.5 µM; AID 932, 2007; NIH 3T3 STAT1-luciferase reporter, IFN-gamma, luminescence; 100% = IFN-gamma alone, no compound; actives 2.6% (n = 200,000);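 active means activation above the screen-wide mean activation plus 3 SD, cut at about 130% in these data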;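 further: raw ratio to IFN-gamma control signal so 100% means no change and 0% no light; values of inactives mirror those of a sister screen read the other way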
# RAM inhibit: inhibitors of the yeast RAM network, primary screen, dse1pr::URA3 reporter, 5-FOA selection; actives 1.8% (n = 190,000); AID 868, 2007; inhibition, % at 50 µM; S. cerevisiae dse1pr::URA3 reporter, 5-FOA growth OD615, 2 d; analog-sensitive cbk1-as2 kinase mutant strain;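 active means inhibition above a set limit, 3 SD over mean compound inhibition, cut at about 8.4% in these data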;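 further: 0% = DMSO-only wells with no growth and 100% = 10 µM 1-NA-PP1 full growth; inhibition rescues growth on 5-FOA so higher OD means more RAM inhibition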
# STAT1 inh: STAT1 signaling inhibitors, primary screen, cell-based, HTS, luciferase reporter; NIH 3T3 STAT1-luciferase reporter, IFN-gamma, luminescence; inhibition, % at 5.5 µM; actives 0.35% (n = 200,000); AID 920, 2007;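 active means inhibition above a set limit, the mean inhibition across all tested compounds plus 3 SD, cut at about 34% in these data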;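 further: 0% = IFN-gamma with DMSO and 100% = IFN-gamma with 300 µM nifuroxazide; values of inactives mirror those of a sister screen read the other way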
# APP transl inh: inhibitors of APP translation via 5'UTR reporter, primary screen, APP 5'UTR luciferase, SH-SY5Y cells. actives 0.82% (n = 190,000). inhibition, % at 2 µM. SH-SY5Y APP 5'UTR-luciferase reporter, luminescence;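 active means inhibition above a set limit, derived from the sample mean plus 3 SD, cut at about 45% in these data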; further: values of inactives mirror those of a sister screen read the other way
# NF-kB expr up: activators of NF-kB expression in neurons, primary screen, cell-based, HTS; fold change at 12.5 µM; human neuronal cells, NF-kB reporter expression; active compounds read high; actives 1.6% (n = 190,000); in the data active means fold change above about 3.3
# STAT3 act: IL-6 driven STAT3 reporter potentiators, primary screen, U3A cells, luciferase, luminescence, MLSCN library; activation (% of control), % at 5.6 µM; actives 0.91% (n = 190,000); IL-6 STAT3-luciferase reporter; 100% = signal with IL-6 EC80 alone; AID 871, 2007;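 active means activation above the screen-wide mean of compound activation plus 3 SD, cut at about 130% in these data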;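 further: 0% = background luminescence of wells with medium and substrate only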
#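 Material: STAT3-luciferase reporter U3A cells. Controls: IL-6-treated wells, 100% activation. Read-out: % activation versus median of IL-6-stimulated wells. Probe or stimulus: IL-6 stimulus at 33 ng/mL final. Timing: compound 1 h, then IL-6 6 h at 37 °C. Signal: reporter luminescence signal.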
# Active calls of the source: *; . = not tested or not shown.
structure,FLuc inh counter,Hsp70 activator,APP 5'UTR act,STAT3 inh,STAT1 activator,RAM inhibit,STAT1 inh,APP transl inh,NF-kB expr up,STAT3 act
Cc1nnsc1C(=O)Nc1cccc(Cl)c1C,0,0.1,10,16,102,1.0,-3,-10,1,95
Clc1ccc(-n2cnnn2)cc1,-4,-0.1,-8,1,85,1.6,16,8,0.9,103
COc1ccc(C2=Nc3nc(-c4ccccc4)cn3C(c3ccc(OC)cc3)C2)cc1 (stereo not drawn),-5,0.4,12,-4,99,3.6,1,-12,1.1,106
COc1ccc(C(=O)CCC(=O)N2CCN(c3ccc(N4CCOCC4)nn3)CC2)cc1,-4,-0.1,-11,2,102,-0.5,-2,11,0.96,103
COC(=O)C1=C(N)Oc2cc(C)[nH]c(=O)c2C1c1cccnc1 (stereo not drawn),-9,-0.1,-3,21,105,1.5,-6,3,1.1,91
CCOC(=O)Cc1csc(NC(=S)NC(=O)c2cccc([N+](=O)[O-])c2)n1,11,0.0,-3,9,98,1.8,3,3,0.79,95
C=CCn1c(SCc2cc(=O)n3cc(C)ccc3n2)nnc1-c1ccc(F)cc1,-4,-0.3,5,3,86,1.4,16,-5,1,98
CC(C)(C)n1nnnc1C(c1cccc(C#N)c1)N1CCCCCC1 (stereo not drawn),-3,0.0,-3,-6,102,0.9,-2,3,1,109
Nc1nc2nc(-c3ccc(Cl)cc3)cc(C(F)(F)F)n2n1,4,1.5,11,18,113,4.4,-14,-11,1,87
CC(=O)Oc1ccc2c(=O)c(N3C(=O)c4ccccc4C3=O)c(C)oc2c1C,0,-0.4,19,8,94,0.7,5,-19,1.1,98
CCCCn1c(SCC(=O)N2CCCC2)nc2cc(S(N)(=O)=O)ccc21,4,-0.1,9,4,98,0.8,3,-9,1,104
CN(Cc1ccccc1)C(=O)COC(=O)C1CCN(S(=O)(=O)c2cccs2)CC1,-4,-0.1,4,-3,96,-1.1,4,-4,1.1,106
COc1ccc(N2C(=O)CC(NC3CCCCNC3=O)C2=O)cc1 (stereo not drawn),-7,-0.1,-1,-4,107,-0.8,-8,1,1,105
CCc1nnc(SCC(=O)Nc2ccccc2)nc1CC,-4,-0.1,17,5,99,0.1,2,-17,1.3,100
COc1ccccc1-c1cc(C(F)(F)F)nc(S(=O)(=O)CCCC(=O)Nc2cc(C)on2)n1,-7,0.0,0,5,68,0.8,35*,0,1.8,99
COCC(=O)N1CCCC(C(=O)c2ccc3c4c(cccc24)CC3)C1 (stereo not drawn),-4,-0.4,15,10,98,-0.4,1,-15,1,94
CC(C)CCNC(=O)c1ccc2nc[nH]c2c1,3,0.3,0,3,98,0.1,2,0,1.4,103
COc1ccc(S(=O)(=O)N2CC(O)CC2C(=O)OCc2nc3sc(C)c(C)c3c(=O)[nH]2)cc1 (stereo not drawn),-7,-0.6,8,12,108,-0.4,-9,-8,1.1,97
C=CCn1c(N)cc(=O)nc1SCC(=O)N(c1ccccc1)c1ccccc1,1,-0.1,11,20,101,0.0,-1,-11,1.2,89
CC(=O)Nc1sc2c(c1C(N)=O)CCCC2,-7,-0.2,-7,-5,105,2.7,-6,7,1.2,105
CCOC(=O)c1c(N2C(=O)C3C4C=CC(O4)C3C2=O)sc2c1CCCC2 (stereo not drawn),-5,-0.2,-23,6,91,-1.4,9,23,0.9,95
COc1ccc(C(=O)NCc2ccc3c(c2)cc(C)n3C)cc1,-2,-0.3,13,.,103,3.6,-4,-13,1.1,.
O=C(O)C1CC(=O)N(Cc2cccnc2)C1 (stereo not drawn),-4,-0.3,1,2,95,2.5,6,0,1.4,102
O=C(CSCc1c(Cl)cccc1Cl)Nc1ccc2c(c1)OCO2,-4,-0.3,6,12,106,9.7*,-6,-6,1.5,93
O=C(CN1C(=O)NC2(CCCCCC2)C1=O)N1CCC(Cc2ccccc2)CC1,-8,-0.4,-6,3,92,2.4,8,6,0.89,100
CCn1c(=N)c(S(=O)(=O)c2ccc(F)cc2)cc2c(=O)n3ccccc3nc21,-8,0.2,-20,9,102,0.0,-2,20,0.79,100
COC(=O)CSc1nc(N2CCCCC2)c2c(c1C#N)CCCC2,-8,-0.2,1,4,94,14*,7,-1,1.4,100
O=C(COc1ncnc2c(Cl)cc(Cl)cc12)N1CCCCC1,-10,-0.1,8,10,98,0.7,2,-8,1.1,96
CN1CCN(C(=O)c2cnn3c2NC(c2ccccc2)CC3C(F)(F)F)CC1 (stereo not drawn),-7,-0.1,6,4,97,0.1,0,-6,1.1,101
Cc1cccc(C)c1NC(=O)C(=O)NCCOc1ccc(Cl)cc1,-7,0.1,0,6,104,4.2,-4,0,1,105
COc1ccc(N2CCn3c2nc2c3c(=O)n(CCCc3ccccc3)c(=O)n2C)c(OC)c1,-2,-0.5,2,43,85,2.0,17,-2,0.51,67
C/C(=N\NC(=O)CCc1ccccc1)c1ccc(Br)cc1,-6,-0.2,5,20,106,0.1,-8,-5,1.3,88
Cc1nc2n(n1)CC(O)CS2 (stereo not drawn),-9,-0.3,-3,3,94,1.2,6,3,0.96,101
Cc1nn(C)c(Cl)c1NC(=O)OCc1ccccc1,-3,-0.2,.,16,107,-0.4,-8,.,0.86,92
CCOC(=O)CC1C(=O)NCCN1C(=O)NC1CCCCC1 (stereo not drawn),-8,-0.3,-1,8,96,0.1,4,1,1.2,97
CCOC(=O)c1c(NS(C)(=O)=O)sc2c1CCC(C)C2 (stereo not drawn),-2,-0.6,-5,5,97,6.0,4,5,1,103
O=C(Nc1ccc(O)c(-c2nc3ccccc3o2)c1)C1(c2ccc(Br)cc2)CCCC1,-8,-0.4,-4,0,107,5.7,-7,4,0.88,99
CC12CCC(C(=O)NCc3ccc(Cl)cc3)(OC1=O)C2(C)C (stereo not drawn),-3,-0.5,-7,-2,102,-0.1,-3,7,1.3,103
c1ccc2c(c1)OCC(c1nnc3n1-c1ccccc1SC3)O2 (stereo not drawn),-4,-0.2,13,-1,103,-0.1,-3,-12,1.1,104
Cc1ccc(CSc2nnc(C)c(=O)n2N)cc1,2,-0.6,12,20,104,1.0,-4,-12,1.3,85
Cc1ncsc1CCC(=O)N1CCCC(C(=O)c2cccc(Cl)c2)C1 (stereo not drawn),-5,-0.2,-16,15,95,-0.7,5,16,1.1,92
Cc1nc(CCNC(=O)COc2ccccc2)cs1,-5,-0.4,15,6,101,-0.9,-1,-15,1.1,99
Cc1cc(C(=O)O)c(CSc2ncn[nH]2)o1,-4,-0.2,7,10,92,-0.7,9,-7,0.94,93
CSc1ccccc1NC(=O)CN(c1cccc(C)c1)S(C)(=O)=O,-2,-0.2,5,-3,109,1.5,-8,-5,2.2,106
COc1ccc(-c2nsc(SCC(=O)NCC3CCCO3)n2)cc1 (stereo not drawn),32,0.1,20,8,109,-1.1,-10,-20,1.4,97
O=[N+]([O-])c1cc(/C=N/OCc2c(Cl)cccc2Cl)ccc1N1CCOCC1,0,0.7,-5,12,101,6.7,-1,5,1.1,94
COc1ccc(CC(=O)Nc2ccc(NC(=O)c3ccccc3F)cc2)cc1,-4,-0.3,9,22,105,0.5,-8,-9,0.97,85
COc1ccccc1CNC(=O)CCc1nc2ccccc2c(=O)[nH]1,-3,-0.2,-15,1,96,1.6,6,15,0.89,100
COc1ccc(C2CC2/C(=N/O)c2ccccn2)cc1 (stereo not drawn),2,0.0,21,8,114,0.6,-14,-21,1.7,94
O=C(O)c1ccc(CSc2nnc(-c3cccnc3)n2-c2ccc(Br)cc2)cc1,-4,-0.1,-5,24,108,2.3,-11,6,1.3,84

# (cont.)
structure,FLuc inh counter,Hsp70 activator,APP 5'UTR act,STAT3 inh,STAT1 activator,RAM inhibit,STAT1 inh,APP transl inh,NF-kB expr up,STAT3 act
Cc1cc(C)n(-c2nnc3n2N=C(c2ccccc2)CS3)n1,1,0.1,13,8,94,1.1,6,-13,1,97
CC1=CC(C)(C)[N+](C)(C)c2ccc(C)cc21,-6,-0.2,-3,2,99,1.8,2,3,1,101
COCC(C)n1c(C)cc(C(=O)COC(=O)c2ccc3ncsc3c2)c1C (stereo not drawn),-5,-0.3,3,7,119,0.9,-21,-3,0.79,96
CCOC(=O)N1CCN(S(=O)(=O)c2ccc3c(c2)CCN3C(=O)C2CC2)CC1,-8,-0.2,5,9,90,1.4,11,-5,1.1,95
CN(C)C(=O)c1c([N+](=O)[O-])ncn1C,-7,-0.3,29,7,104,0.3,-4,-29,1,98
CCOc1ccccc1NC1=C(Cl)C(=O)N(Cc2ccccc2)C1=O,-5,0.2,26,-2,104,11*,-5,-26,0.98,102
CCCS(=O)(=O)N1CCCC(C(=O)NCCN(CC)c2ccccc2)C1 (stereo not drawn),5,0.3,.,4,95,1.8,5,.,0.89,101
N#CCCn1cc(C(CC(=O)c2ccc(Br)cc2)C(=O)O)c2ccccc21 (stereo not drawn),-4,-0.3,.,10,98,3.8,2,.,0.96,99
Cn1c(SCC(=O)OC2CCCCC2)nnc1-c1ccc2c(c1)OCO2,-4,-0.1,9,4,106,-0.7,-6,-9,0.99,98
O=C(COC(=O)Cc1ccc2c(c1)OCCO2)Nc1ccc(S(=O)(=O)N2CCCC2)cc1,-10,-0.2,-7,11,93,0.6,8,7,1.1,95
COc1cccc(-c2nnn(CC(=O)NC3CCCC3)n2)c1OC,-10,-0.3,0,14,95,2.4,5,0,1.1,91
COc1ccc(CCNC(=O)COc2ccc(-c3ccc(C)cc3)cc2)cc1OC,-6,0.1,0,6,94,0.6,7,0,1.1,105
Cc1cc(C)n(-c2nc(C)nc3c2cnn3-c2ccccc2)n1,-3,0.0,9,-60,106,2.6,-6,-9,1.2,155*
O=C(CNC(=O)c1ccccc1)OC(C(=O)Nc1cc(C(F)(F)F)ccc1Cl)c1ccccc1 (stereo not drawn),-4,-0.1,-28,4,100,5.3,-1,28,1.5,100
COc1cccc(NC(=O)Nc2cccn(Cc3ccccc3)c2=O)c1,-3,-0.3,11,20,97,4.0,4,-11,1.1,87
Cc1ccc2c(COC(=O)c3n[nH]c4ccccc34)cc(=O)oc2c1,29,0.1,122,3,122,1.2,-25,-122,1.5,103

# Part of the list above, as labelled records:
SMILES: CC(=O)Oc1ccc2c(=O)c(N3C(=O)c4ccccc4C3=O)c(C)oc2c1C
- FLuc inh counter = 0
- Hsp70 activator = -0.4
- APP 5'UTR act = 19
- STAT3 inh = 8
- STAT1 activator = 94
- RAM inhibit = 0.7
- STAT1 inh = 5
- APP transl inh = -19
- NF-kB expr up = 1.1
- STAT3 act = 98
SMILES: N#CCCn1cc(C(CC(=O)c2ccc(Br)cc2)C(=O)O)c2ccccc21 (stereo not drawn)
- FLuc inh counter = -4
- Hsp70 activator = -0.3
- APP 5'UTR act = .
- STAT3 inh = 10
- STAT1 activator = 98
- RAM inhibit = 3.8
- STAT1 inh = 2
- APP transl inh = .
- NF-kB expr up = 0.96
- STAT3 act = 99
